KCNQ2 block = KCNQ2 channel blockers in CHO-K1 cells – cell-based, FluxOR thallium flux, B-score, primary screen (AID 2156); O88943; 20 min; stronger effect = lower value; B-score at 10 µM; actives 1.1% (n = 310,000);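 active = fluorescence ratio B-score at most minus 3 library SDs, with starting brightness B-score within 2 library SDs, cut at about -5.5 in these data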
Kir21 block = inhibitors of mouse Kir2.1 inward-rectifier potassium channel | P35561 | HEK293-Kir2.1, FluxOR thallium flux fluorescence; stronger effect = lower value | B-score at 10 µM | actives 0.85% (n = 310,000) | AID 1672;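 active = fluorescence ratio B-score at or below minus 3 SD of library scores, with starting-brightness B-score within 2 SD, cut at about -4.2 in these data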;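 note: channel flux triggered by added potassium and thallium sulfate stimulus; B-score of peak minus minimum fluorescence over baseline after thallium stimulus; more negative B-score means stronger Kir2.1 block with less thallium influx; some compounds called inactive have numbers as strong as hits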
Target sequence (P35561 whole entry, looked up): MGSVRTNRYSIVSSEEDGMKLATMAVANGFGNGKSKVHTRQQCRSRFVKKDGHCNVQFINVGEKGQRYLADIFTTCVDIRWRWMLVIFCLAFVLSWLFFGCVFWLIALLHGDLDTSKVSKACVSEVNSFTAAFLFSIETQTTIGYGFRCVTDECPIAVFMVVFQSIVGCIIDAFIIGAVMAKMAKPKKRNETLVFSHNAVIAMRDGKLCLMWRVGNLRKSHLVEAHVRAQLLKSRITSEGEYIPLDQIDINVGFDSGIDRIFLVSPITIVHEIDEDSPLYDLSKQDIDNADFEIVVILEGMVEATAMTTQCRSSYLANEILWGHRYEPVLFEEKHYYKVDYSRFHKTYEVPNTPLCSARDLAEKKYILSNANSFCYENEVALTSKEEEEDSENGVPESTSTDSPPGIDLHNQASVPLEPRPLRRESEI
STK33 inh = human STK33 kinase inhibition; purified STK33, MBP phosphorylation, ADP-Glo luminescence; inhibition, % at 10 µM; actives 0.073% (n = 320,000); AID 2661;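 active = inhibition at or above 25%, using the most active replicate where run in duplicate; inactive = inhibition below 25%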
Target sequence (Q9BYT3 whole entry, looked up): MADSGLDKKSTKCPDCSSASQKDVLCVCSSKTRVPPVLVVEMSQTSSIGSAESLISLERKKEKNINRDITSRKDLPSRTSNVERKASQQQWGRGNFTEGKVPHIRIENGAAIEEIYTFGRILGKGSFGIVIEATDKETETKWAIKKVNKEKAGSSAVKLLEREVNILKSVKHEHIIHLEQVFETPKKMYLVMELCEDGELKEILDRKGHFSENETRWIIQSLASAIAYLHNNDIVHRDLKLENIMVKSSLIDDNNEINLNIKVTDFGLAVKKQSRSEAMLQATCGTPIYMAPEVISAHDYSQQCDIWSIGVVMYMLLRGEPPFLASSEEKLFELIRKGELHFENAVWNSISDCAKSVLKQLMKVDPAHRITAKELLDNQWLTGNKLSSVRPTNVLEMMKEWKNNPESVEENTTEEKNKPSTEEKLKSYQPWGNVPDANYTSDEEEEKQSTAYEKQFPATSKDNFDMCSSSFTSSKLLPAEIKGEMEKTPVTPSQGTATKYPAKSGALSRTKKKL
Numbers without * were called inactive; i = inactive; x = not tested or not shown. An unsorted share of the library; 1.9% or so of the library scored in one or more.

SMILES	KCNQ2 block	Kir21 block	STK33 inh
N#Cc1cc(O)c(-n2nnc3ccccc32)cc1C#N	i	1.4	-0.3
COc1cc(/C=C/C(=O)OCC(=O)NCCc2ccccc2)ccc1OC(F)F	i	-0.32	-1.6
Cc1nc2c(C#N)c(C)[nH]n2c(=O)c1Cc1ccccc1	i	-1.2	-1.2
CCOc1ccc2cc(C#N)c(SCC(=O)N3CCC(C)CC3)nc2c1	i	-0.54	0.7
O=c1c(Cc2ccccc2O)c(O)nc2n1CCCS2	i	-0.93	-1.3
CC(=O)OC(C)CS(=O)(=O)c1ccccc1 (configuration not stated)	i	-0.79	-1.3
Cc1nc(SCC(=O)N2CC(=O)Nc3ccccc32)nc(C)c1C	i	-0.18	x
CCn1cc(/C=C(\NC(=O)c2cc(OC)c(OC)c(OC)c2)C(=O)N2CCN(C)CC2)c2ccccc21	i	0.84	0.6
O=C(COc1ccc(S(=O)(=O)NCc2ccccc2)cc1Cl)N1CCOCC1	i	-0.15	0.7
C=CCn1c(C(O)c2ccccc2)nc2ccccc21 (configuration not stated)	i	-0.33	0.1
CC(=O)c1cccc(NC(=S)NNC(=O)c2ccco2)c1	i	0.3	-0.5
O=C(NCc1ccncc1)C(=O)NCC(c1ccco1)N1CCN(c2ccc(F)cc2)CC1 (configuration not stated)	i	-0.43	-0.2
CCOC(=O)CC(=O)CSc1ncnc2c1cnn2-c1ccccc1	i	0.65	0.4
Cc1ccc(C(=O)NCC(=O)NCC(=O)OCC(=O)c2ccc(Br)cc2)cc1	i	-1.8	0.3
CN1CCN(c2nc3ccccn3c(=O)c2/C=C(\C#N)S(=O)(=O)c2ccc(Cl)cc2)CC1	i	-2.5	0.0
CC(=O)N1CCN(c2ccc(Oc3ncnc4sccc34)cc2)CC1	i	2.6	x
COc1cc(/C=N/NC(=O)c2ccncc2)ccc1OC(=O)c1ccco1	i	0	-0.8
CC1=NCCN1S(=O)(=O)c1cc(Cl)ccc1Cl	i	0.07	0.4
Cc1coc2cc3oc(=O)c(CCC(=O)NCCCN4CCOCC4)c(C)c3cc12	i	-0.51	1.8
CCC1CCCCN1CCCNC(=O)CSc1nc2nc(C)c(Cc3ccc(C)cc3)c(C)n2n1 (configuration not stated)	i	-1.7	0.1

One compound at a time, as listed above. Order of screens: KCNQ2 block | Kir21 block | STK33 inh
CN1CCN(c2nc3ccccn3c(=O)c2/C=C(\C#N)S(=O)(=O)c2ccc(Cl)cc2)CC1 is entered as i | -2.5 | 0.0
Cc1coc2cc3oc(=O)c(CCC(=O)NCCCN4CCOCC4)c(C)c3cc12 is entered as i | -0.51 | 1.8
CCOC(=O)CC(=O)CSc1ncnc2c1cnn2-c1ccccc1 is entered as i | 0.65 | 0.4
CC1=NCCN1S(=O)(=O)c1cc(Cl)ccc1Cl is entered as i | 0.07 | 0.4
O=C(NCc1ccncc1)C(=O)NCC(c1ccco1)N1CCN(c2ccc(F)cc2)CC1 (configuration not stated) is entered as i | -0.43 | -0.2

Reformatted as comma-separated lines: part of the list above.
canonical_smiles,KCNQ2 block,Kir21 block,STK33 inh
CN1CCN(c2nc3ccccn3c(=O)c2/C=C(\C#N)S(=O)(=O)c2ccc(Cl)cc2)CC1,i,-2.5,0.0
Cc1ccc(C(=O)NCC(=O)NCC(=O)OCC(=O)c2ccc(Br)cc2)cc1,i,-1.8,0.3
CC(=O)N1CCN(c2ccc(Oc3ncnc4sccc34)cc2)CC1,i,2.6,x

Continued:
SMILES	KCNQ2 block	Kir21 block	STK33 inh
CCn1cc(/C=C(\NC(=O)c2ccccc2F)C(=O)NCCCn2ccnc2)c2ccccc21	i	-0.08	6.9
Cc1ccc(OCCCCNC2CCCC(C)C2C)c(C)c1 (configuration not stated)	i	-7.4*	-0.2
COc1cc2cc(NC(C)=O)cc(NCc3ccccc3)c2cc1OC	i	0.21	-2.0
CSc1ccccc1C(=O)N1CCC(n2nccc2NC(=O)C(C)(C)C)CC1	i	-1.4	-2.1
O=C(O)CC(CC(=O)Nc1ccc(F)c(Cl)c1)c1ccc(Cl)cc1Cl (configuration not stated)	i	-0.37	-0.8
Cc1ccc(-c2cc(C(F)(F)F)n3nc(C(=O)N4CCN5CCCC5C4)cc3n2)cc1 (configuration not stated)	i	-0.17	0.0
CCOCCCNC(=O)CN1C(=O)c2cccc3cccc1c23	i	2.4	0.3
O=[N+]([O-])c1ccc(Sc2n[nH]c(-c3ccco3)n2)nc1	i	0.44	0.6
CCOc1ccc(-c2c[n+]3c(n2-c2ccccc2)CCCCC3)cc1	i	-0.79	1.7
Cc1nn(-c2ccccc2)c(N)c1Sc1ccccc1[N+](=O)[O-]	i	0.14	-1.2
COc1ccc(S(=O)(=O)N2CCOC2CNC(=O)C(=O)NCC(C)C)cc1 (configuration not stated)	i	0.34	-2.0
O=S(=O)(Nc1ccc2cn[nH]c2c1)c1ccccc1	i	1.6	0.0
CN(C)c1cccc(C(=O)NCc2ccccc2)c1	i	-0.24	0.2
Cc1ccn2c(CN3CCOCC3)c(-c3ccccc3)nc2c1	i	-0.37	1.0
COC(=O)CCC(=O)c1oc2ccccc2c1N	i	1.8	-0.8
COCCNc1nnc(SCC(=O)NC(=O)c2ccccc2OC)s1	i	0.27	-0.1
O=C1c2ccccc2C(Nc2ccc(F)c(Cl)c2)N1Cc1ccco1 (configuration not stated)	i	-1.8	0.2
CCC1=C(OC(=O)N(CC)CC)N2C(=O)OC(=NCC(=O)OC)[C@]2(C)[C@H]2C1=CC[C@H]1C(=O)N(C)C(=O)[C@H]12	i	1.6	-1.2
Cc1ccccc1-c1nc(CS(=O)CC(=O)NCCN2CCOCC2)c(C)o1 (configuration not stated)	i	1.1	-1.3
O=C(c1ccco1)N1CCCN(Cc2nc(-c3ccc4c(c3)OCO4)no2)CC1	i	0.61	0.0
O=c1o[nH]c(-c2ccccc2)c1N=Nc1c(F)cccc1Cl	i	0.21	-0.3
COc1ccc(CCN(Cc2ccccn2)C(=S)Nc2ccccc2C)cc1OC	i	1.4	-2.1
CCN1C(=O)C(CC(=O)Nc2ccc(OC)cc2)N(CCc2ccc(F)cc2)C1=S (configuration not stated)	-7.5*	0.14	-0.1
CN1CCN(c2ccccc2NC(=O)c2sc3ccccc3c2Cl)CC1	i	-0.03	-1.6
COc1ccc(S(=O)(=O)Nc2cccc(-c3ccc4nncn4n3)c2)c(OC)c1	i	-1.8	-0.7
CCN(CC)CCCNC(=S)N1CCC(c2nc3ccccc3[nH]2)CC1	i	0.21	-0.1
Cc1ccc2oc(=O)cc(CN3CCOCC3)c2c1	i	0.03	-2.9
CC(=O)c1cccc(NC(=O)C2C3C=CC(C3)C2C(=O)O)c1 (configuration not stated)	i	-0.36	-2.9
Cc1ccc(C(=O)c2cc3ccccc3o2)cc1	i	0.11	0.2
O=C1C2ON(c3ccccc3)C(c3ccncc3)C2C(=O)N1c1ccc(N2CCOCC2)cc1 (configuration not stated)	i	-1.1	-2.5
COC(=O)c1ccc(CSc2nnc(Nc3ccc(C)cc3)s2)o1	i	-1.4	-0.8
O=C(c1ccco1)[C@@H]1[C@@H]2C(=O)N(c3ccccc3)C(=O)[C@@H]2C2c3ccccc3C=CN21 (some centres not stated)	i	-0.04	-1.5
Cc1ccc(NC(=O)Nc2nnc(-c3ccncc3)s2)cc1C	i	0.82	0.5
CSc1nsc(/C=C/Nc2ccc(O)cc2C)c1C#N	i	0.87	-1.3
COc1ccc(N(CC(=O)Nc2cccc(C)c2)S(=O)(=O)c2c(C)n[nH]c2C)cc1	i	-1.2	-0.5
NS(=O)(=O)c1ccc(N2CCCCCC2)c([N+](=O)[O-])c1	i	0.71	-0.2
COC(=O)c1ccc(CSc2nnc(CNC(=O)c3ccccc3F)o2)o1	i	0.85	-0.7
C(=C1/CCCC2=C1Nc1ncnn1C2c1ccccc1)/c1ccccc1 (configuration not stated)	-6.5*	-4	1.5
CCCCN(CC)Cc1ccc(CNC(=O)Nc2ccccc2)o1	i	0.07	-1.1
COc1ccc(CC(=O)OCC(=O)N(CC(C)C)c2c(N)n(Cc3ccccc3)c(=O)[nH]c2=O)cc1	i	-0.03	-0.4
COCCN1C=C2C(=O)C(C)(OC(=O)C3CCCC3)C(=O)C(c3ccccc3)=C2C=C1CCCC(=O)OC (configuration not stated)	i	0.99	0.2
CCc1nnc(SC(C)C(=O)Nc2nccs2)n1C (configuration not stated)	i	-0.42	-0.7
Cc1cccc(NC(=O)CNC(=O)COC(=O)CCS(=O)(=O)c2ccccc2)c1C	i	0.07	-0.7
O=C(Nc1ccc(OCC(=O)N2CCC(Cc3ccccc3)CC2)cc1)c1ccco1	i	-0.35	-1.0
CCN(CC(=O)NCc1cccs1)c1nnnn1-c1ccccc1	i	0.85	-1.0
O=C(N/N=C/c1ccccc1)c1ccc(CN2C(=O)c3cccc4cccc2c34)cc1	i	-1.4	-0.8
Cc1cc(C)n2ncc(C(=O)Nc3ccc4c(c3)OCO4)c2n1	i	-1.3	-1.4
CN(C(=O)COC(=O)c1ccc(Cl)c(N)c1)c1ccccc1	i	1.3	-0.9
CC(Oc1ccc(Cl)cc1)c1ccnc(N)n1 (configuration not stated)	i	0	-1.7
Cn1c(C(=O)NCCCN2CCOCC2)cc2c(=O)n(C)c3ccccc3c21	i	0.15	1.1
The list continues:
SMILES	KCNQ2 block	Kir21 block	STK33 inh
CC(=O)c1sc(N2CCOCC2)nc1-c1ccccc1	i	0.09	0.7
COc1ccc(N=C2SC(CC(=O)Nc3ccccc3OC)C(=O)N2Cc2ccco2)cc1 (configuration not stated)	i	2	-2.1
CCc1ccc(OCC(O)CN2CCN(c3ccccn3)CC2)cc1 (configuration not stated)	i	-0.22	0.7
O=C(c1cccs1)N(Cc1cccc(F)c1)C1CCS(=O)(=O)C1 (configuration not stated)	i	-0.16	0.3
Cc1nnc(NC(=O)CSc2nnc(NC(=O)C(C)(C)C)s2)s1	i	-1.4	-0.8
O=C(NC(=S)N1CCN(c2ccc([N+](=O)[O-])cc2)CC1)c1ccco1	i	1.1	-1.2
O=C1CSC(=Nc2ccc(Cl)cc2)N1Cc1cccnc1	i	0.83	0.8
O/N=C1\CCSc2ccc(F)cc21	i	-0.5	-1.0
Fc1ccccc1Cc1nnc2n1N=C(c1ccc(Cl)cc1)CS2	i	-0.3	-1.5
O=C(NCCCN1CCOCC1)C1CCCN(S(=O)(=O)N2CCCCC2)C1 (configuration not stated)	i	1.4	-0.1
COc1ccc(Cl)cc1S(=O)(=O)NCCCn1ccnc1	i	-2.6	-0.2
Cc1ccc([N+](=O)[O-])cc1NC(=O)CN(C1CCCCC1)S(=O)(=O)c1ccc(Cl)cc1	-7.9*	-0.78	x
O=C(Nc1cccc(-c2cn3ccccc3n2)c1)c1ccccc1	i	-0.8	2.3
Cc1ccc(NC(=O)CCC(=O)N/N=C/c2coc3ccc(F)cc3c2=O)cc1	i	0	-0.9
CCc1noc(C)c1C(=O)OCC(=O)NC(=O)c1ccccc1	i	1.1	0.0
CC(=O)c1cc(F)c(N2CCN(C(=O)c3ccco3)CC2)cc1C	i	0.04	0.3
C=C(C)CNC(=S)NN=C1c2ccccc2-c2ccccc21	i	-0.75	-0.1
Cc1ccc(NC(=O)C2CCN(S(=O)(=O)c3cccc4nonc34)CC2)nc1	i	1.5	2.3
O=C(NCCN1C(=O)S/C(=C\c2ccccc2)C1=O)c1cc(S(=O)(=O)N2CCOCC2)c(Cl)cc1Cl	i	0.28	-1.9
CCOc1ccc2[nH]c(=O)c(CN(Cc3cccnc3)C(=O)Nc3ccccc3OC)cc2c1	i	-1.7	-1.4
Nc1nc(SCc2ccc(Cl)cc2)[nH]c(=O)c1-c1ccccc1	i	-0.81	0.0
O=C1C(Nc2cccc(O)c2)=C(N2CCCCC2)C(=O)c2ccccc21	i	0.39	16
CCc1ccc(C(=O)COC(=O)c2ccco2)cc1	i	0	-0.7
CC(C)(C)CC(=O)Nc1cc(S(=O)(=O)N2CCOCC2)ccc1N1CCCC1	i	0.88	-0.4
COc1ccccc1NC(=O)c1ccc(NC(=O)COC(=O)CC(NC(=O)c2ccccc2Cl)c2ccccc2)cc1 (configuration not stated)	i	-0.34	-1.0
CCCCN(CC)CCCNC(=O)CC1Oc2ccccc2NC1=O (configuration not stated)	i	0.29	1.5
O=C(NC1CCCCC1)C(c1ccc2ncccc2c1)N(Cc1ccc(F)cc1)C(=O)c1cccs1 (configuration not stated)	i	-0.07	-0.9
CC(=O)c1c(-c2ccccc2)c2cc(Cl)ccc2n(C)c1=O	i	-0.01	-1.2
CCn1c(CNS(=O)(=O)c2ccc(Br)cc2)nnc1SC	i	-2.2	-1.0
COc1ccccc1NC(=O)c1ccc(NC(=O)COC(=O)CCC2CCCC2)cc1	i	-0.01	-2.9
O=C1COc2ccc(C(=O)CSc3nnc(Cc4cccs4)n3-c3ccc(Cl)cc3)cc2N1	i	-0.2	x
COc1cc(/C=C(\C#N)c2nc3ccccc3[nH]2)c([N+](=O)[O-])cc1OCc1ccccc1	i	-0.08	-0.5
CCC(=O)Nc1nc(C)c(-c2csc(Nc3cccc(C(=O)O)c3)n2)s1	i	0.13	0.1
CC(=O)c1ccc(NC(=O)c2cccc(S(=O)(=O)N3CCN(C)CC3)c2)cc1	i	-0.64	-1.1
COc1cccc(NC(=O)c2oc3ccccc3c2NC(=O)C(C)(C)C)c1	i	-0.58	1.6
O=C(NCCc1ccccc1)C1(c2ccccc2)CCCC1	i	-4	x
Cc1ccc(C)c(S(=O)(=O)NCc2cccnc2)c1	i	-0.68	-0.9

High-throughput results deposited in PubChem BioAssay by several laboratories.
